Screens as filed in PubChem BioAssay.
KCNH2 3.1 inh = blocks the human KCNH2 3.1 channel isoform. U2OS KCNH2 3.1, thallium flux FluxOr; hits give low values. hit rate 0.95% among 340,000. activity change, % (tested at about 1.8 µM). AID 720553;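 active = maximum activity change below -70%; inconclusive = maximum activity change from -70% to -50%; inactive = maximum activity change above -50%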;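 also: thallium influx rate constant from kinetic fluorescence after stimulation buffer; % is scaled to controls: 0 for no effect and ±100 for the full control effect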
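Normalized rate constant (relative to positive and negative DMSO controls) derived from a 2 min kinetic fluorescence read after stimulation; U2OS cells expressing the 3.1 isoform via virus at 1.77 x 10^8 /mL.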
TRPV1 agonist = human TRPV1 agonism. TRPV1-expressing cells, Fluo-8 calcium influx, agonist mode. activation, % at 8.33 µM. hit rate 0.19% among 320,000. AID 540275; in the data active = activation above about 80%; inconclusive = between about 30% and that limit; also: 0% is about no effect
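TRPV1-expressing cells were cultured overnight at 35.5C and loaded with Fluo-8 calcium dye for 40 to 90 min at room temperature. After a 10 s baseline, compound was added and calcium influx was read kinetically for 3 min (ex 480/em 520 nm).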
TSHR antagonist = blocks TSH signaling through the human TSH receptor | P16473 | TSHR-expressing cells, TSH-stimulated cAMP HTRF, 2 h; hits give low values | activity change, negative = inhibition, % at 11.5 µM | hit rate 0.2% among 330,000 | AID 504810;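 active = activity change below a set negative limit, meaning inhibition stronger than a set level, cut at about -70% in these data; inconclusive = activity change between two set negative limits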; also: % is scaled to controls: 0 for no effect and ±100 for the full control effect
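TSHR-expressing cells, 200/well, pre-treated with compound, then stimulated with EC80 TSH (4nM final) for 2 hours at 37 deg C. cAMP measured by competitive HTRF: anti-cAMP cryptate antibody in lysis buffer plus cAMP-d2, read after 30 minutes at room temperature.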
Eya2 inh = blocks the phosphatase activity of human Eya2; hit rate 0.006% among 330,000; recombinant Eya2, OMFP fluorescence dephosphorylation (OMFP is methylfluorescein phosphate); Potency, µM (series often up to 76.9 µM), for inactives: at the top dose activity, negative = inhibition, usual class: inhibitors; also: potency is read from the fitted curve at half-maximal effect; % is scaled to controls: 0 for no effect and ±100 for the full control effect
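Eya2 protein (added as 0.2 uM solution) was preincubated with compound for 10 min at ambient temperature in 50 mM HEPES pH 7.5, 50 mM NaCl, 5 uM MgCl2, 0.05% BSA, 1 mM DTT. OMFP (added at 50 uM) then reacted 10 min; fluorescence read at 485/525 nm.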
KCNH2 WT inh = inhibitors of human wildtype KCNH2 potassium channel; activity change, % at 1.84 µM; U2OS, BacMam KCNH2, thallium flux FluxOr; hits give low values; AID 720551; hit rate 0.37% among 340,000; Q12809;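 active = maximum activity change below -70%; inconclusive = maximum activity change between -70% and -50%; inactive = maximum activity change above -50%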; also: % is scaled to controls: 0 for no effect and ±100 for the full control effect
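U2OS cells were transduced with wild-type KCNH2 virus (2.03 x 10^8 / mL) for 4 h at room temperature, then cultured overnight at 37 C. Thallium flux was read with FluxOr dye. Rate constants were normalized to DMSO controls.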
Mito fusion act = blocks mitochondrial division or promotes mitochondrial fusion. hit rate 0.23% among 320,000. S. cerevisiae fusion-defective mutant growth rescue, CellTiterGlo 48 h. Potency, µM (top dose mostly 46.1 µM), for the others: at the top dose growth rescue (activation), most hits filed as activators;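 also: potency is read from the fitted curve at half-maximal effect; % of control where 0% means no effect; nearly all actives have a fitted effect of over 45% in size; temperature-sensitive fusion mutants such as fzo1-1 at 37 °C on non-fermentable ethanol glycerol medium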
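Compounds are tested for their ability to restore growth of mitochondrial fusion-defective yeast strains at non-permissive 37C in YPEG medium over 48 hours. Viability is quantified by luciferase luminescence.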
A-T KAP1 phos = potential ataxia-telangiectasia treatments restoring KAP-1 phosphorylation; […] A-T fibroblasts, KAP-1 phosphorylation AlphaLISA; neocarzinostatin DNA damage 30 min before lysis; Potency, µM (highest dose often 57.5 µM), for the others: at the highest dose activation, usual class: activators; hit rate 0.19% among 320,000; AID 485349; also: potency is read from the fitted curve at half-maximal effect; % of control where 0% means no effect; nearly all actives have a fitted effect of over 45% in size
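hTERT-immortalized A-T patient fibroblasts ([…]), 500 cells/well in OPTI-MEM, 1% FBS, got compounds for 60 min, then NCS for 30 min at 37C. Lysates were then assayed for phospho-KAP-1 by AlphaLISA (anti-pKAP1 donor, anti-KAP1 acceptor beads), 6 hr at 25C.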
TCR act = activators of T cell receptors; primary human leukocytes, anti-CD3, IL-2 HTRF, 48 h; Potency, µM (top dose mostly 9.22 µM), without a hit: at the highest dose activation of IL-2 secretion, usual class: activators; 330,000 tested, under 10 active; AID 504894; also: % of control where 0% means no effect
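Primary human leukocytes were stimulated with a-CD3 beads plus compounds for 48 hr without co-stimulation; secreted IL-2 was quantified by HTRF using a-IL-2-K (europium cryptate) and a-IL-2-d2, excited at 320nm with acceptor emission read at 665nm.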
USP2a inh = inhibitors of human ubiquitin-specific protease USP2a | O75604 | USP2 core, Ub-CHOP2 coupled fluorogenic reporter, 485/531 | Potency, µM (highest dose often 38.3 µM), for inactives: at the top dose activity change, negative = inhibition, usual class: inhibitors | hit rate 0.01% among 330,000;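 also: potency is read from the fitted curve at half-maximal effect; plate controls were DMSO wells for no effect and full inhibition by NEM control for full effect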
Target sequence (O75604 whole entry, looked up): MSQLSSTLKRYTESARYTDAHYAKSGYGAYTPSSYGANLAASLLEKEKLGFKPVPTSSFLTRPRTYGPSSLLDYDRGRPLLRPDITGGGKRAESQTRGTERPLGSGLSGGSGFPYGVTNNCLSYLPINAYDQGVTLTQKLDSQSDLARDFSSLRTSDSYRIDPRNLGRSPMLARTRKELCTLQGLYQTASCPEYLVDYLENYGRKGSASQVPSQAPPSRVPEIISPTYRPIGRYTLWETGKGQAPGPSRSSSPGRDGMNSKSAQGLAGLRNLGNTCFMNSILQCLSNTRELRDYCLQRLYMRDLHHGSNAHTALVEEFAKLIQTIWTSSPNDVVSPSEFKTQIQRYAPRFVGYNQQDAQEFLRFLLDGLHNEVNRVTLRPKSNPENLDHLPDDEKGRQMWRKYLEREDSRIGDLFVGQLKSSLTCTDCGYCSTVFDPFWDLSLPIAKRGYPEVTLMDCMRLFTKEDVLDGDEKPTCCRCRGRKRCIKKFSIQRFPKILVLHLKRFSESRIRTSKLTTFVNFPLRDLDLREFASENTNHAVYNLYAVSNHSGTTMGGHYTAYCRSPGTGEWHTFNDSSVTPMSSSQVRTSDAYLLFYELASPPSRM
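Cell-free coupled assay: 10nM USP2 core preincubated 30min RT with compound in Tris-HCl pH 8.0/CaCl2/CHAPS buffer, then 25nM Ub-CHOP2 and 25nM reporter substrate; fluorescence (Ex 485/Em 531) read after 60min RT, normalized to NEM inhibition, concentration-response curves fitted.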
ELG1 DNA repair = inhibitors of ELG1-dependent DNA repair in HEK293T cells; HEK293T ELG1-luciferase reporter, luminescence, 16 h; DNA damage induced by 5-fluorouridine; Potency, µM (doses to about 46.1 µM), inactives show top-dose activity change, negative = inhibition, usual class: inhibitors; hit rate 2.3% among 330,000; also: potency is read from the fitted curve at half-maximal effect; % is scaled to controls: 0 for no effect and ±100 for the full control effect; nearly all actives have a fitted effect of over 55% in size
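Reporter activity after DNA damage by 5-fluorouridine is monitored. Compound-treated cells incubate 16 hr at 37 °C, then ONE-Glo is added for 30 min before luminescence reading.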
* = called active by the depositor; ? = inconclusive; nt = not tested or not shown; [ ] = dose if it differs, or a comment. Unless noted, calls follow the shape of the dose curve; as a rule, active = well fitted curve in the direction sought with a large enough effect; inconclusive = small, poorly fitted or top-dose-only effect, or another doubt; inactive = no such curve, though single readings can be large; an effect the other way counts as inactive or inconclusive. Not all compounds are listed; count on the stated rates, not on these rows.

SMILES	KCNH2 3.1 inh	TRPV1 agonist	TSHR antagonist	Eya2 inh	KCNH2 WT inh	Mito fusion act	A-T KAP1 phos	TCR act	USP2a inh	ELG1 DNA repair
N=c1n(CCN2CCCCC2)c2ccccc2n1CC(O)c1ccc(Cl)c(Cl)c1 (configuration not stated)	?	16.4	5.3	-25.6%	-14.9	-9.7%	-0.2%	0.5%	0.1%	?
CCN1C(=O)CS/C1=N\S(=O)(=O)c1ccccc1	-6.7	-1.9	3.8	14.7%	7.8	-1.3%	12.7%	-1.9%	2.6%	12.2%
Cc1ccc(NC(=O)C2CCN(c3cnccn3)CC2)cc1	-17.8	17.3	5.8	-1.6%	-0.1	11.4%	1.6%	0.6%	-0.4%	-10.1%
Cc1ccc2oc(=S)n(C)c2c1	5.8	0.0	6.0	3.6%	51.9	-45.3%[inhibitor]	2.3%	-2.8%[46.1 µM]	0.6%	-0.6%
Cc1cccnc1NC1(C(F)(F)F)N=C2SCCN2C1=O (configuration not stated)	6.5	-1.8	27.4	5.8%	-40.5	4.2%	-0.1%	nt	-4.1%	0.3%
Oc1ccc(C2=Nn3c(nnc3-c3ccco3)SC2)cc1O	-26.9	-4.1	-19.5	-3.7%	17.1	4.4%	nt	-10.7%	-0.5%	?
COc1ccc(CNC(=O)C(C)Sc2ccc(C)cc2)cc1 (configuration not stated)	3.6	?	-10.9	-1.1%	-9.9	-2.0%	3.0%	nt	2.9%	-3.8%
C/C(=N\NC(=O)c1ccccc1Br)c1ccc(N2CCOCC2)cc1	-2.3	1.7	5.9	13.2%	-3.7	0.3%	-10.9%	-5.0%	2.5%	?
O=C(NC1CC2CCCC(C1)N2C(=O)Nc1ccccc1F)C1CC1 (configuration not stated)	28.4	-0.8	-17.2	0.9%	4.2	11.1%	3.4%	-1.4%	2.2%	0.5%
COc1cccc(C(C(=O)NC(C)(C)C)N(Cc2ccc(F)cc2)C(=O)CCC(=O)Nc2cc(C)on2)c1OC (configuration not stated)	10.5	9.9	2.3	-12.3%	-3.1	4.9%	-4.6%	7.6%	-0.9%	-7.2%
COC(=O)c1sc2ccccc2c1-n1cccc1C(=O)C(=O)Nc1ccc(OC)cc1	-4.1	nt	-10.2	4.7%	-6.0	10.5%	-4.1%	1.1%	-5.9%	13µM*
COc1ccc(N2CC(O)=C(c3nc(-c4ccc(F)cc4)cs3)C2=N)cc1OC	-16.9	15.2	-11.1	12.3%	-2.7	-2.4%	-1.4%	1.2%	0.9%	13µM*
O=C(NC1CCCCC1)c1n[nH]c2c1CC(c1ccccc1)CC2 (configuration not stated)	-4.5	0.7	-6.3	8.8%	5.7	3.6%	12.3%	3.0%	0.5%	?
C=CCNc1oc(/C=C/c2ccccc2)nc1C#N	nt	?	0.3	-3.7%	11.0	0.5%	?	-75.7%	4.7%	?
Cc1ccc(NC(=O)c2oc3ccccc3c2COC(C)C)cc1S(=O)(=O)N1CCOCC1	-5.2	nt	-29.1	-10.6%	-0.7	nt	-7.9%	2.2%[46.1 µM]	0.2%	18.3µM*
CC(C)CC(=O)Nc1c2c(nn1-c1cccc(Cl)c1)CS(=O)(=O)C2	-16.5	3.9	-9.5	4.6%	nt	-5.0%	2.2%	-6.3%	1.7%	-17.1%
COCCNC(=O)CSc1nc(-c2ccc(OC)c(OC)c2)cc(C(F)(F)F)n1	-4.1	-0.1	4.9	3.8%	2.2	-2.4%	10.5%	9.0%	2.1%	-8.3%
COc1ccc(C(=O)N2CCN(C)C(C)C2)cc1OC1CCN(C(C)=O)CC1 (configuration not stated)	6.9	4.5	1.6	-10.0%	-9.8	-0.9%	-2.0%	2.5%	1.6%	11.6%
CCn1nc(C(=O)N2CCN(Cc3nc4ccccc4s3)CC2)c2ccccc2c1=O	-1.9	-5.2	-24.9	-3.1%	8.7	6.6%	12.6%	-10.6%	1.4%	?
CCOC(=O)C1CCN(C(=O)Cc2c(F)cccc2Cl)CC1	12.1	2.6	2.2	1.3%	3.0	8.2%	13.4%	0.7%	1.0%	5.4%
Cc1onc(-c2ccccc2)c1C(=O)Nc1nc(-c2cc(F)ccc2F)cs1	3.1	-1.2	9.7	-5.1%[15.4 µM]	7.7	3.5%	-3.7%	-0.4%	1.0%	?
NS(=O)(=O)c1ccc(NC(=O)CSc2nc3c(cnn3-c3ccccn3)c(=O)[nH]2)cc1	10.0	-2.8	4.3	-29.6%	-0.2	-5.8%	1.9%	-2.2%	-1.6%	9.0%
C=CCn1c(=O)[nH]c2cc(C(=O)N3CCN(c4ccc(C(C)=O)cc4)CC3)ccc2c1=O	8.2	0.9	-11.0	15.2%	-8.3	0.9%	1.1%	-7.1%	7.8%	18.4µM*
O=C(O)C1C2CCC(CC2)C1C(=O)N1CCN(Cc2ccc(F)cc2)CC1 (configuration not stated)	10.9	0.7	-3.0	2.3%	-27.3	-1.9%	1.3%	nt	-1.7%	-1.7%
Cc1cccc(N2CCN(C(=O)c3cccc(S(=O)(=O)N4CCCCC4)c3)CC2)c1C	-38.5	nt	-0.4	0.1%	5.8	nt	-5.8%	3.2%	1.9%	13µM*
CCCc1cc(=O)[nH]c2nnc(SCC(=O)NC3CCCC3)n12	12.2	-2.7	5.3	-2.8%	8.0	4.5%	6.3%	-5.1%	-2.7%	0.0%
COc1ccc2ccccc2c1CN1CCSCC1	-3.6	20.7	-16.5	10.6%	6.1	-1.5%	2.9%	-3.8%	-0.1%	-18.8%
CCOc1ccc(C(=O)NCC(=O)NCC(c2ccc(OC)cc2)N2CCCC2)cc1 (configuration not stated)	-0.2	-2.7	12.9	22.8%	15.8	3.4%	-10.7%	-24.4%	0.6%	-19.5%
COc1ccc(C2NCCc3cc(OC)c(OC)cc32)cc1OC (configuration not stated)	-7.1	-0.5	8.4	6.3%[15.4 µM]	-1.9	-0.3%	5.5%	nt	-1.6%	-3.4%
Cn1c(=O)c2c(nc3n2CCCN3CCc2ccccc2)n(C)c1=O	-0.9	5.9	28.1	-8.2%	-6.7	0.2%	-7.0%	0.6%	1.1%	-8.1%
O=C(N/C(=C/c1cccnc1)C(=O)N1CCCCCC1)c1ccccc1	4.8	15.4	-5.1	-9.5%	-21.9	-0.9%	-0.8%	2.5%	0.7%	-1.5%
COc1cccc(OCC(O)CO)c1 (configuration not stated)	0.5	-1.7	3.5	19.8%	-3.0	-4.9%	-1.1%	1.2%	1.3%	5.2%
COc1cc2c(cc1OC)CN(S(=O)(=O)c1cccs1)CC2	16.1	-1.1	-2.6	1.6%	0.2	?	4.3%	0.2%[46.1 µM]	-1.0%	-10.4%
COc1ccccc1CNC(=O)COC(=O)c1cc(=O)c2ccccc2o1	6.6	nt	nt	-8.2%	-6.5	nt	-7.9%	-8.2%	5.1%	0.5%
COC(=O)C1CCN(C(=O)CSc2ccccc2)CC1	5.2	6.5	-3.2	-6.9%	6.9	-0.2%	-2.1%	6.3%[46.1 µM]	2.1%	11.8%
Cc1ccc(-n2nc(-c3ccccc3)cc2Nc2ccccc2N)cc1	-17.9	7.3	-2.1	0.3%	1.0	?	-5.8%	7.4%[46.1 µM]	-12.5%	-17.0%
O=C1c2ccccc2C(=O)c2c(NCc3cccnc3)cccc21	2.1	-1.2	18.1	-3.2%	-2.6	-6.5%	-19.2%	5.9%	1.7%	-14.3%
CC(=O)c1ccc(S(=O)(=O)Nc2cc3c(cc2C(C)=O)OCO3)cc1	4.7	1.0	25.8	-1.0%	-3.8	-3.2%	-0.2%	2.2%	1.8%	0.4%
N#Cc1cccc(NC(=S)Nc2ccccc2)c1	24.2	-1.4	-4.1	7.1%	-2.1	-2.8%	1.5%	5.7%[46.1 µM]	0.9%	-2.2%
CN(Cc1nccn1C)C(=O)C1CCC(=O)N(Cc2cccc(C(F)(F)F)c2)C1 (configuration not stated)	7.9	1.0	-0.8	3.8%	6.7	0.7%	4.9%	-3.5%	0.2%	9.4%
Cc1cc(C)c(NC(=S)N(CCCN2CCN(C)CC2)Cc2cccs2)c(C)c1	-28.2	1.7	9.1	1.9%	-20.3	-1.4%	-1.3%	3.2%	-1.3%	3.4%
O=C(NC1CCN(S(=O)(=O)c2cccc([N+](=O)[O-])c2)CC1)C1CCCCC1	-1.7	3.7	7.3	6.0%	4.8	-2.7%	0.6%	1.7%	1.0%	14.0%
c1ccc(-c2ncc(CN3CCN(c4ccccn4)CC3)[nH]2)cc1	26.6	nt	4.4	4.7%	24.3	-3.3%	5.0%	-2.4%	3.1%	8.5%
CC(C)C[C@H](NC(=O)c1cc2cc(Cl)ccc2n1C)C(=O)N1CCC(C(=O)O)CC1	-5.3	-2.3	-7.6	0.0%	2.5	-2.9%	-2.2%	3.3%	-0.9%	2.3%
